BoNT F protease – BoNT/F light chain protease inhibitors, primary screen, biochemical, flow cytometry, MLPCN library. Botulinum neurotoxin type F light chain protease (Clostridium botulinum). Multiplex microsphere protease cleavage assay. inhibition, % at 10 µM. 360,000 compounds, 0.22% hits; in the data active = inhibition above about 35%, passing the limit was not always enough; inconclusive = no clear call, values can overlap the other calls; note: plate controls were buffer without enzyme for full effect and enzyme alone for no effect
PfHsp40 rescue – rescue of yeast from PfHsp40 toxicity, primary screen, S. cerevisiae, ATP luminescence; 340,000 compounds, 0.68% hits; growth rescue, % at 12.5 µM; S. cerevisiae expressing PfHsp40, growth rescue; AID 504582, 2011; in the data active = growth rescue above about 28%, passing the limit was not always enough; inconclusive = no clear call, values can overlap the other calls;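 note: yeast W303a lacking pdr1 and pdr3 grown in galactose medium; growth measured after three days at 30 °C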
CCHFV vOTU inh – CCHFV vOTU protease inhibitors, primary screen, biochemical, Pep-AMC substrate, fluorescence | Crimean-Congo hemorrhagic fever virus L polyprotein viral ovarian tumor (vOTU) protease … | inhibition, % at 11.5 µM | 370,000 compounds, 0.55% hits; in the data active = inhibition above about 30%; note: 0% = vehicle wells with enzyme and 100% = no enzyme wells
FadD28 binding – inhibitors of FadD28 bisubstrate probe binding, primary screen, biochemical, fluorescence polarization, single point | inhibition, % at 12.5 µM | 360,000 compounds, 0.22% hits | AID 588549, 2011; in the data active = inhibition above about 8.5%, passing the limit was not always enough; inconclusive = no clear call, values can overlap the other calls
PrPC surface inh – inhibitors of human cell surface prion protein PrPC, primary screen, cell-based, TR-FRET; inhibition, % at 13.8 µM; 370,000 compounds, 0.43% hits; TR-FRET read-out; Major prion protein (Homo sapiens), P04156; in the data active = inhibition above about 24%; note: 0% = median of the test wells and 100% = reference compound wells
TcdB inh – TcdB glycohydrolase inhibitors, primary screen, biochemical, single point, plate reader; Toxin B (Clostridioides difficile), P18177; TcdB glycohydrolase enzymatic assay; inhibition, % at 9.99 µM; 350,000 compounds, 0.24% hits; AID 652162, 2013; in the data active = inhibition above about 10%
BoNT A protease – BoNT/A light chain protease inhibitors, primary screen, biochemical, flow cytometry, MLPCN library; Botulinum neurotoxin type A light chain protease (Clostridium botulinum A str. ATCC 3502); multiplex microsphere protease substrate cleavage; 360,000 compounds, 0.17% hits; AID 588499, 2011; inhibition, % at 10 µM; note: plate controls were buffer without enzyme for full effect and enzyme alone for no effect
Yp Topo-I inh – Yersinia pestis topoisomerase I inhibitors, primary screen, biochemical, cleavage product accumulation, plate reader, single point | DNA topoisomerase I (Yersinia pestis CO92) | Y. pestis Topo-I cleavage product accumulation | activity, % at 10 µM | 360,000 compounds, 0.064% hits | AID 504884, 2011; in the data active = activity above about 50%, passing the limit was not always enough; inconclusive = no clear call, values can overlap the other calls; note: inactives centre near 2
Anthrax LF prot – Bacillus anthracis LF protease inhibitors, primary screen, biochemical, multiplex microsphere, MLPCN library; multiplex microsphere protease cleavage assay; inhibition, % at 10 µM; Lethal factor (Bacillus anthracis), P15917; 360,000 compounds, 0.12% hits; note: plate controls were buffer without enzyme for full effect and enzyme alone for no effect
Target sequence (P15917 whole entry, looked up): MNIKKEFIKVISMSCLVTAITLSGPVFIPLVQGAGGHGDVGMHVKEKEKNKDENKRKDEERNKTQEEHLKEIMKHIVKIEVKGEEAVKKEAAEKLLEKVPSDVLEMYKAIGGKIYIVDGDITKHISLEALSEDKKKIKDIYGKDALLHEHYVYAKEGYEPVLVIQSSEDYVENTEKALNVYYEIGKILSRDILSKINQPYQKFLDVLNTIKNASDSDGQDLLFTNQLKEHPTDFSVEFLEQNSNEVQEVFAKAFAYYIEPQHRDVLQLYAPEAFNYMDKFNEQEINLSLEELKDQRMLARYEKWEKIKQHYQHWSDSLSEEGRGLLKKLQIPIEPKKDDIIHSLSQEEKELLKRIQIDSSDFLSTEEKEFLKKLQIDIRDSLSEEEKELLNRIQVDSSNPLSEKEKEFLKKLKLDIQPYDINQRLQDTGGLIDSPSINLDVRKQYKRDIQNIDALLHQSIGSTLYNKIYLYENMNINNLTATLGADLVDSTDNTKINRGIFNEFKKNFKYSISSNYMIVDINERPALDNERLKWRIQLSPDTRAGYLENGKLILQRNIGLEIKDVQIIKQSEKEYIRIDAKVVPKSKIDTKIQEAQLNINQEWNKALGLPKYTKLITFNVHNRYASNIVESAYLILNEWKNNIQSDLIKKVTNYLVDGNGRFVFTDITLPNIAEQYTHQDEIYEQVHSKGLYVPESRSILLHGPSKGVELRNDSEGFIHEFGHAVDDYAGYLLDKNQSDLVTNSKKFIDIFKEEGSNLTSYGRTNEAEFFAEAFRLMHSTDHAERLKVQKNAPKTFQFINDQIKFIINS
* = called active by the depositor; ? = inconclusive; nt = not tested or not shown. Cut-off read from the data, not from the text of the source, unless noted: active = inhibition above about 30%; inconclusive = no clear call, values can overlap the other calls; inactive = below that.

SMILES	BoNT F protease	PfHsp40 rescue	CCHFV vOTU inh	FadD28 binding	PrPC surface inh	TcdB inh	BoNT A protease	Yp Topo-I inh	Anthrax LF prot
CCOc1ccc(S(=O)(=O)N(CC)CC(=O)N2CCOCC2)cc1C	-18	-0.9	9	-0.5	1	1.9	-2.4	-1	7
CCn1c(SCC(=O)OC)nc2cc(S(=O)(=O)N3CCOCC3)ccc21	18	-1.7	0	-0.1	3	2.1	2.5	-2	-3
O=C(Nc1nc(-c2ccc3c(c2)OCO3)cs1)C1CC1	-2	2.1	0	-0.7	-3	3.2	-0.1	4	0
NC(=O)CN1C(=O)C2C3c4ccccc4C(c4ccccc43)C2C1=O (stereo not given)	-3	-0.1	-4	-3.6	3	nt	0.2	-1	2
COc1cc(OC)cc(C(=O)Nc2ccc(NC(=O)c3ccco3)c(C)c2)c1	4	-1.9	7	-2.9	0	-1.3	-1.0	-2	-3
O=C(Nc1ccc(N2CCOCC2)cc1)c1ccc([N+](=O)[O-])o1	-3	9.1	16	0.3	8	1.3	0.3	-5	12
CC(=O)c1ccc(NC(=S)N(CCCN(C)C)Cc2ccccc2)cc1	-1	-0.5	-5	-2.8	-11	0.3	-0.7	-10	-2
COc1ccc(C(=O)OCc2nc(N)nc(Nc3ccccc3C)n2)cc1OC	-8	0.3	-10	0.0	-5	1.1	-1.2	-11	0
CCCS(=O)(=O)c1nc(S(=O)(=O)c2ccc(C)cc2)c(N2CCOCC2)s1	-10	-1.4	-10	-0.6	1	0.9	-0.8	7	0
CC1CC(C)CN(CCCNC(=O)c2ccc(CS(=O)(=O)Cc3cccc(Cl)c3)o2)C1 (stereo not given)	-2	0.2	8	-2.5	1	0.0	0.9	0	-4
CSc1ccc(S(=O)(=O)NCC(=O)OCC(=O)N2CC(C)CC(C)C2)cc1[N+](=O)[O-] (stereo not given)	7	0.6	8	-1.8	-19	2.7	4.7	15	2
CN(C)C1(CN=Cc2cc(Cl)cc([N+](=O)[O-])c2O)CCCCC1	-8	42*	14	4.2	-13	-0.2	1.2	-10	10
Cc1ccc(CN2Cc3ccc(Br)cc3-n3nncc3C2)cc1	-3	nt	0	-4.5	-3	1.9	-1.2	nt	-3
Cn1c(=O)c(Cc2ccccc2)c(O)c2ccccc21	-14	-0.4	-16	0.5	3	-16	-1.0	3	-5
CN1CC(C(=O)c2ccc(Cl)cc2)C(c2ccc(N(C)C)cc2)C1 (stereo not given)	-2	-1.4	16	?	5	-14	-0.5	-3	-2
COCCCNC(=O)c1c(N)n(/N=C/c2ccccn2)c2nc3ccccc3nc12	10	0.3	3	-2.4	-3	nt	-0.1	11	-3
CCCC(=O)OC1CCS(=O)(=O)c2sccc21 (stereo not given)	2	0.9	10	1.2	1	1.0	-0.3	-2	6
O=C(OCC(=O)c1c[nH]c2ccccc12)c1cncc(Br)c1	-1	-0.5	4	0.2	7	0.1	1.1	4	0
Cc1cnc(C(=O)OC(C)C(=O)Nc2ccc(Cl)cn2)cn1 (stereo not given)	-1	-0.8	-2	-1.2	-2	-0.3	5.8	-5	2
Cc1c(-c2ccn[nH]2)cc(NC(=O)c2ccc(Cl)cc2)c(=O)n1N	1	-0.2	10	2.5	-5	0.1	0.2	3	-8
COc1cc2[nH]c(C(=O)N3CCC(Cc4ccccc4)CC3)cc2c(OC)c1OC	-12	10	12	-1.1	2	-1.4	-2.4	1	2
CCOc1ccc(C(=O)Nc2cccc(C(C)=O)c2)cc1[N+](=O)[O-]	-4	-0.3	3	0.9	-6	0.3	-1.1	8	-2
C/C(Cc1ccccc1)=N\NC(=O)CNC(=O)c1ccccc1O	0	-0.3	0	0.7	0	-0.1	-0.2	8	-2
COc1ccc2c(c1)OC[C@H]1[C@H]2N2C(=O)CN(Cc3ccc(F)cc3)C(=O)[C@@]2(C)[C@H]1c1ccccc1	-3	3.4	4	-5.0	8	0.8	-0.6	17	-5
CN(C(=O)COC(=O)/C=C/c1cn(-c2ccccc2)nc1-c1ccc2c(c1)OCCO2)C1CCS(=O)(=O)C1 (stereo not given)	-5	2.5	-12	-4.7	-11	1.7	-0.3	-1	-2
CC1(C)c2[nH]c3ccccc3c2C[C@H]2C(=O)N(Cc3ccccc3F)C(=O)N21	-2	7.3	-4	-1.6	1	1.3	-0.7	-8	-11
CCN(CC(=O)NC(C)C)C(=O)[C@@H](NC(=O)c1ccco1)C(C)C	-5	1.8	-4	-0.9	-2	0.2	-3.4	43	-7
Cc1nc(-c2ccccc2)nc2[nH]c(=O)n(-c3ccccc3)c(=O)c12	-27	-0.1	-5	-0.7	11	nt	-2.9	13	-36
Nc1nn2c(-c3ccccc3)cc(=O)[nH]c2c1N=Nc1ccc(O)cc1	-12	1.1	-8	-2.2	-4	0.5	-0.6	-10	-1
COc1cccc(CN2CCC(Oc3ccc(C(=O)NCc4ccccn4)cc3)CC2)c1O	-2	-0.8	6	-2.3	-7	1.2	0.7	10	-3
CCCS(=O)(=O)c1nc(S(=O)(=O)c2ccc(C)cc2)c(NCCCN2CCOCC2)s1	7	-0.3	0	-1.9	-6	nt	-0.1	-4	1
Cc1ccc(-c2cc(-c3nnc(SCC(=O)N(C)CCC#N)n3N)c3ccccc3n2)cc1	0	0.7	-19	-6.6	-11	nt	0.1	26	-2
O=C(COC(=O)c1ccc(CO)cc1)NCc1cccs1	-10	-0.2	8	-0.1	5	0.3	-1.5	-2	-2
Nc1ccc2nc(N)sc2c1	-10	-0.1	-5	nt	-3	5.6	-0.1	-4	-4
COc1cccc(CN(C(=O)c2cc3ccccc3oc2=O)C2CCS(=O)(=O)C2)c1 (stereo not given)	-4	-1.0	13	-0.4	-5	1.7	-1.6	-13	-2
Nc1ccc(Br)c[n+]1Cc1cccc2cccnc12	0	1.1	10	0.7	-2	0.2	-0.4	4	-1
Cc1ccc(-n2nnnc2/C=C\Nc2cc(C)on2)cc1	-2	-0.8	-14	-1.7	0	nt	0.5	0	-1
Cn1nnnc1SCC(=O)Nc1ccc(S(=O)(=O)N2CCOCC2)cc1	-3	-0.7	-3	0.0	-2	-0.5	-1.1	1	5
CC(=O)Nc1ccc(OC(=O)N2CCCCC2)cc1	-1	-0.8	2	-1.9	4	nt	0.2	-4	0
CC(C)N(Cc1ccccc1)C(=O)COC(=O)C1CCN(c2ccc(C(F)(F)F)cn2)CC1	0	-0.2	8	-2.1	-1	3.1	6.2	16	2
COC(=O)c1c(NC(=O)CSc2nnnn2C)sc(C)c1C	-1	-0.5	-6	-1.9	2	0.4	-1.3	-4	0
CCc1cc(=O)oc2cc(OCC(=O)NCCCN3CCOCC3)c(Cl)cc12	-4	0.8	-1	-2.7	2	0.0	-0.4	3	-1
CCc1c(C(=O)NC2CCCCC2)[nH]c(C)c1C(C)=O	-2	0.2	-4	-4.5	-1	nt	0.0	-3	-5
COc1ccc(-c2nc(CS(=O)CC(=O)N3CCc4ccccc4C3)c(C)o2)cc1 (stereo not given)	-1	-1.1	-2	0.5	-4	0.3	-0.2	18	-1
Cc1noc(NS(=O)(=O)c2ccc(NC(=O)c3ccoc3C)cc2)c1C	1	-0.5	26	-1.4	-6	nt	0.2	-2	-3
Cn1c(O)c(N=NC(=O)CNC(=O)/C=C/c2ccccc2)c2ccccc21	-3	-1.7	1	-3.1	-31	-0.7	0.0	6	-2
Cn1c(-c2sc3cc(C(F)(F)F)cnc3c2-c2ccccc2)n[nH]c1=S	7	0.3	21	-5.0	-7	nt	0.3	-6	-1
CCOC(=O)N1CCN(Cc2nc3cc(NC(=O)C(C)C)ccc3n2C)CC1	-25	0.6	2	-3.5	4	-9.9	-3.0	-4	-10
CCOc1ccc(-c2nc(S(=O)(=O)c3ccccc3)c(NC)o2)cc1	-4	0.3	7	-2.4	3	-0.4	-1.4	-2	-5
CC(C)(O)C(=O)NN(Cc1ccccc1)c1ccccc1	0	-0.3	-23	-2.8	1	nt	0.5	-4	2
COCCn1nnnc1CN(CCCN1CCOCC1)Cc1cc2c(C)ccc(C)c2[nH]c1=O	-3	-0.4	4	-1.0	16	nt	-0.2	-5	6
COc1ccc2cc(C(=O)N3CCN(c4ccccc4OC)CC3)[nH]c2c1	-4	-0.3	27	-0.2	0	-1.4	0.6	1	-3
CS(=O)(=O)c1nc2c(cc1C#N)CCCC2	-6	-1.0	0	-0.3	5	-0.1	-0.3	0	-2
Cn1c(=O)c2c(-c3ccccc3F)c3c(nc2n(C)c1=O)-c1ccccc1C3O (stereo not given)	6	-0.6	-10	0.7	-2	nt	-0.9	-9	-1
CCN(CC)C(=O)c1ncn2c1C(=O)N(C)CC2	-2	nt	-15	1.1	-3	1.0	0.1	nt	-9
Cc1ccc(C(C(=O)NC2CCCCC2)N(C(=O)c2csnn2)C2CCCC2)o1 (stereo not given)	0	2.1	-3	-3.4	5	0.0	0.7	3	-3
O=C(CSc1nc2ccccc2c(=O)n1CC1CCCCC1)N1CCOCC1	0	-0.2	2	-5.3	6	nt	-0.3	32	-2
Cc1nn(C)cc1C(C(=O)NC1CCCCC1)N(C(=O)c1cnccn1)c1ccc(Oc2ccccc2)cc1 (stereo not given)	-5	0.3	-3	1.9	-4	1.0	0.2	7	-1
Cc1nn(C(C)C(=O)NCCc2ccccc2)c(=O)c2cc3occc3n12 (stereo not given)	-6	-0.1	-4	-0.3	6	-2.1	-1.1	9	-4
C=CC(=O)Nc1ccc(N(C)c2ccnc(Nc3ccc(N4CCN(C)CC4)cc3)n2)cc1	-58	-0.3	10	-1.5	-2	-12	-0.4	-22	-16

Grouped by structure, the compounds so far containing a nitro group on carbon (4)
SMILES	BoNT F protease	PfHsp40 rescue	CCHFV vOTU inh	FadD28 binding	PrPC surface inh	TcdB inh	BoNT A protease	Yp Topo-I inh	Anthrax LF prot
O=C(Nc1ccc(N2CCOCC2)cc1)c1ccc([N+](=O)[O-])o1	-3	9.1	16	0.3	8	1.3	0.3	-5	12
CSc1ccc(S(=O)(=O)NCC(=O)OCC(=O)N2CC(C)CC(C)C2)cc1[N+](=O)[O-] (stereo not given)	7	0.6	8	-1.8	-19	2.7	4.7	15	2
CN(C)C1(CN=Cc2cc(Cl)cc([N+](=O)[O-])c2O)CCCCC1	-8	42*	14	4.2	-13	-0.2	1.2	-10	10
CCOc1ccc(C(=O)Nc2cccc(C(C)=O)c2)cc1[N+](=O)[O-]	-4	-0.3	3	0.9	-6	0.3	-1.1	8	-2

The results go on:
SMILES	BoNT F protease	PfHsp40 rescue	CCHFV vOTU inh	FadD28 binding	PrPC surface inh	TcdB inh	BoNT A protease	Yp Topo-I inh	Anthrax LF prot
COCCCNCCCOc1ccc(Cl)cc1C(C)(C)C	32	-0.9	-13	-3.1	-8	2.1	3.9	-7	0
N/C(=N\OC(=O)N1CCOCC1)c1ccc(Br)cc1	5	-1.5	0	-0.5	-6	0.2	0.6	3	-1
O=C(Nc1ccc2c(c1)OCCO2)C1CCCN1S(=O)(=O)c1ccc(Cl)cc1 (stereo not given)	-3	0.5	-9	-0.6	10	nt	-1.2	12	6
Cc1ccc(NC(=O)COC(=O)c2ccccc2Nc2ccccc2)cc1	-3	0.0	7	-2.4	-4	0.7	-0.3	5	0
CCOc1ccc(CNC(=S)Nc2ccccc2)cc1Cl	-9	-0.2	-3	-3.4	3	0.2	-2.7	-2	-8
Cc1cc(C(=O)NNC(=S)NC2CCCCC2)cs1	-7	0.2	-4	0.1	6	1.3	-1.6	-1	-5
CC(C)CN(C(=O)CN1CCN(c2ccc(O)cc2)CC1)c1c(N)n(CC(C)C)c(=O)[nH]c1=O	-8	0.2	6	0.5	-8	-4.7	-0.9	5	-2
CCNC(=O)N(C)C[C@H]1N[C@@](CC)(C(=O)OC)[C@H]2C(=O)N(Cc3ccccc3)C(=O)[C@@H]12	-9	-0.5	-5	-2.6	-5	0.0	-1.1	-5	-3
